GC-B act: GC-B (human) receptor activation; 370,000 tested, 0.11% active; activation, % at 10 µM; HEK293-GC-B cells, CNP EC30, cGMP TR-FRET; 0% at EC30 CNP, 100% saturating CNP; AID 1920062; P20594;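 active means activation at 10 µM reaching about 35% in either raw or pattern-adjusted values, limit read from the data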
DAX1 inh-1: NR0B1 (DAX1) inhibition; P51843; HEK293 Gal4-DAX1 luciferase reporter, luminescence; inhibition, % at 6.75 µM; 340,000 tested, 0.99% active; AID 504766;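 active means inhibition above the mean over all tested compounds plus 3 SD, cut at about 4.2% in these data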;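 further: 0% = DAX1-transfected cells with DMSO and 100% = empty-vector control cells with DMSO; inhibition shows as a rise in luminescence from relieved DAX1 repression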
hcDAF-12 act: activators of H. contortus DAF-12 nuclear receptor | HEK293 hcDAF-12 lit1-tk-luc reporter, luminescence; 0% DMSO, 100% Δ7-dafachronic acid | activation, % at 6.8 µM | 370,000 tested, 1.4% active | AID 652067;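 active means activation above the mean of all tested compounds plus 3 SD, cut at about 5.5% in these data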;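 further: 100% = response to 3 µM Δ7-dafachronic acid high control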
ssDAF12 agonist: activates DAF-12 receptor from parasite S. stercoralis; activation, % at 6.8 µM; AID 652126; HEK293 ssDAF-12/GRIP1 lit1-tk-luc reporter, luminescence; % of 3 µM dafachronic acid response; 370,000 tested, 1% active;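 active means activation above the mean over all tested compounds plus 3 SD, cut at about 0.9% in these data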;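 further: 0% = DMSO-only wells and 100% = 3 µM delta7-dafachronic acid wells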
GC-A act: GC-A (human) enzyme activation | P16066 | AID 1671463 | 370,000 tested, 0.14% active | HEK293 GC-A cells, cGMP TR-FRET, EC30 ANP; 0% at EC30 ANP, 100% saturating ANP | activation, % at 10 µM; in the data active means activation above about 40%
SMARCA2 activ: activators of SMARCA2 function. 370,000 tested, 1% active. MG213 cells, MMTV-luciferase reporter, dexamethasone, overnight. activation, % at 9.1 µM. AID 652017; in the data active means activation above about 7.8%;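 further: 0% = vehicle wells and 100% = reference activator wells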
DAX1 inh-2: inhibitors of DAX1 repression of SF-1 activated StAR promoter; HEK293T StAR-luciferase reporter, SF-1/DAX-1 repression relief; inhibition, % at 6.8 µM; 370,000 tested, 1.1% active; AID 652010;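 active means inhibition above the mean over all tested compounds plus 3 SD, cut at about 3.6% in these data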;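 further: 0% = DAX-1 cells with DMSO and 100% = cells lacking DAX-1 with DMSO; higher inhibition means more luminescence from relief of DAX-1 repression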
sPLA2-III inh: Blocks human group III sPLA2 activity. Q9NZ20. QFRET BODIPY PC-A2 liposome hydrolysis, fluorescence. inhibition, % at 12.2 µM. 370,000 tested, 0.56% active. AID 743126;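 active means inhibition above mean plus 3 SD of compounds lying within the high and low control bounds, cut at about 19% in these data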;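 further: 0% = median of test compound wells and 100% = no enzyme DMSO wells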
Target sequence (Q9NZ20 whole entry, looked up): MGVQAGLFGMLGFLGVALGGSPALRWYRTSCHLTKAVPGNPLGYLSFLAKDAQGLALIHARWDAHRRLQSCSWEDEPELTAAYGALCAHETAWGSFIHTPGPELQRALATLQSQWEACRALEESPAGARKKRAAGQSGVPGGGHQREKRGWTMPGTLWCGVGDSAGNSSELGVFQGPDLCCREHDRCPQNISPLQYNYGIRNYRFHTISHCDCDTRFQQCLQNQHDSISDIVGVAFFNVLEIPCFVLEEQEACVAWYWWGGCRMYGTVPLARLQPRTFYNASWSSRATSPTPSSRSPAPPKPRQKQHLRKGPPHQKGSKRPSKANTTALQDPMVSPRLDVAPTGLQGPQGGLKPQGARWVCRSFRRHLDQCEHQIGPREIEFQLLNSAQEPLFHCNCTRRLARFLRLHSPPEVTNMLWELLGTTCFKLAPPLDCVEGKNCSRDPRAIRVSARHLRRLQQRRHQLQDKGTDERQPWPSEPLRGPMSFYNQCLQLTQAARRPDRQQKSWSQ
ADAM10 inh: inhibits human ADAM10; AID 720582; inhibition, % at 7 µM; recombinant ADAM10, EDANS/DABCYL FRET peptide cleavage, 3 h; 370,000 tested, 0.62% active;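 active means inhibition above a per-campaign cutoff equal to the mean of compounds falling between control-based bounds plus 3 SD, cut at about 20% in these data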;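 further: 0% = DMSO wells while the 100% control is not disclosed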
Target sequence (O14672 214-748 limits assumed): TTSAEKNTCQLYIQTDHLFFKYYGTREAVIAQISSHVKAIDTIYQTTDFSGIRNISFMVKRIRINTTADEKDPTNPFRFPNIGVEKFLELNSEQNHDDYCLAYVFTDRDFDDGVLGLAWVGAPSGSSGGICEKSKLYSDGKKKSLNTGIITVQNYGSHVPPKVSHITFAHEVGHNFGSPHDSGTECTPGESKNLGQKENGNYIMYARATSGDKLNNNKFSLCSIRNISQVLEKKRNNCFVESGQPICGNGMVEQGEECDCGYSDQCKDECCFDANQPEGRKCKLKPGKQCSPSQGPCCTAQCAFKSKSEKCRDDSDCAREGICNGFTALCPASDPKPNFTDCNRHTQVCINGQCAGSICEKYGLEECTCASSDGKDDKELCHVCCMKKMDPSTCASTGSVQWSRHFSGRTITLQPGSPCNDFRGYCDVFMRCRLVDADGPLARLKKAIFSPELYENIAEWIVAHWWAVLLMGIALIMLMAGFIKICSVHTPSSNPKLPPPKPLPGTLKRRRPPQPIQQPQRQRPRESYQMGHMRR
hgDAF12 agonist: activates the H. glycines DAF-12 receptor ligand-binding domain. HEK293 GAL4-hgDAF12 UAS-luciferase reporter, agonist luminescence; normalized to butyrate control. AID 687014. 370,000 tested, 1.8% active. activation, % at 6.8 µM;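 active means activation above a cutoff set at the mean of all screened compounds plus 3 SD, cut at about 10% in these data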;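 further: 0% = DMSO wells and 100% = sodium butyrate wells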
GAA850 FXN act: activators of GAA850 frataxin (FXN) promoter | HEK293 lucGAA850 FXN promoter luciferase reporter, 24 h; percent of 10 µM SAHA response | 360,000 tested, 0.56% active | AID 540364 | activation, % at 6 µM;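 active means activation above the average of all compounds screened plus 3 SD, cutoff fixed separately per campaign, cut at about 7.5% in these data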;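 further: 0% = DMSO wells and 100% = 10 µM SAHA wells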
The depositor's hits bear a star; nt = no result given.

SMILES	GC-B act	DAX1 inh-1	hcDAF-12 act	ssDAF12 agonist	GC-A act	SMARCA2 activ	DAX1 inh-2	sPLA2-III inh	ADAM10 inh	hgDAF12 agonist	GAA850 FXN act
CC1(C)Cc2c(sc3c2C(=O)NC(c2cccnc2)N3)CO1 (stereo not drawn)	0	-1.2	0.9	-0.5	1	0	0.8	-2	-252	1.4	-1.4
COc1ccc(-n2nnnc2C(c2ccccc2OC(F)(F)F)N2CCC(n3c(=O)[nH]c4ccccc43)CC2)cc1 (stereo not drawn)	-8	nt	-3.5	-1.7	-4	-6	-4.0	-22	30*	-3.0	nt
COP(=O)(OC)C(NC(=O)C(C)(C)C)=C(Cl)Cl	9	0.2	-0.5	-1.4	0	1	-0.3	5	-2	-1.3	-2.2
O=c1[nH]c(=O)n(C2CCCCCC2)c(O)c1C=NC1CCN(Cc2ccccc2)CC1	-2	-0.6	-1.7	-0.9	-3	2	0.6	-5	8	-1.0	2.4
COc1ccc(OCC(=O)N2CCN(CC3CC4C=CC3C4)CC2)cc1 (stereo not drawn)	-9	0.2	-0.3	-1.1	1	2	0.9	-2	12	-1.9	0.5
CCOc1cc2c(cc1OCC)-n1cccc1C(c1ccc(OC)c(O)c1)NC2 (stereo not drawn)	-2	-2.0	-0.6	-1.7	-5	-1	-0.1	-15	5	1.0	-0.3
O=C(Nc1cccc(Cl)c1)c1c(O)c2c(n(Cc3ccco3)c1=O)CCCC2	-1	nt	1.0	-0.9	1	1	-0.4	1	-2	-1.2	nt
CCOC(=O)c1cc(CC)sc1/N=C/C1C(=O)NC(=S)NC1=O	-1	-0.5	-1.4	-0.4	-39	2	-0.1	-1	-5	1.6	1.7
O=C1NC(=O)C(=Cc2ccc(-c3cc(Cl)ccc3[N+](=O)[O-])o2)C(=O)N1	17	0.2	-1.2	-2.3	50*	-1	-0.2	13	-14	2.3	-0.4
CC(C)CCn1c(=O)c(C(=O)NCc2ccc3c(c2)OCO3)c(O)c2ccccc21	3	0.6	2.7	-0.4	-1	0	0.0	1	-9	0.3	0.6
CC12CC(c3ccccc3O1)C(C(=O)OCc1ccccc1)C(=O)N2 (stereo not drawn)	8	-0.3	-2.8	-1.0	-1	-2	-0.6	-7	1	-0.9	1.5
CC1=Nc2ccccc2/C1=C/c1c(O)[nH]c(=O)[nH]c1=O	-3	2.7	2.8	-0.4	4	1	0.1	1	-10	1.3	2.7
O=P(OC1=CCCCC1)(c1ccccc1)c1ccccc1	-17	nt	-1.1	-1.6	-15	-6	2.5	4	16	2.1	nt
Cc1ccccc1C(=O)N1Cc2cnnn2-c2ccccc2C1C#N (stereo not drawn)	1	-1.1	-0.2	-0.8	-4	-4	0.5	4	-2	-1.8	0.4
Cc1ccc(S(=O)(=O)N(C)c2ccc(C(=O)NCC3(N(C)C)CCCCC3)cc2)cc1	1	1.6	-0.7	-1.3	-4	0	1.8	-5	-7	2.7	1.8
CCCCP(=O)(O)CCC(=O)O	4	0.1	-2.1	-1.0	1	0	0.6	1	0	1.1	0.4
O=c1cccc2n1CC1CC2CN(Cc2c(F)cccc2Cl)C1 (stereo not drawn)	1	-0.4	0.4	-1.1	-2	-2	0.6	3	-8	-1.9	4.1
CC(=O)Nc1ccc(C(c2c(O)c3ccccc3oc2=O)c2c(C)n(C)n(-c3ccccc3)c2=O)cc1 (stereo not drawn)	1	-1.1	0.6	-1.7	1	-2	-0.2	-5	-3	2.6	-0.3
Cc1ccc(CN2CCN(CC(=O)N3CCC4(CC3)OCCO4)C2=O)cc1	1	0.6	-1.9	-1.1	2	-1	0.1	0	4	-1.6	0.9
COc1ccc(CNCCc2ccc(Cl)cc2Cl)cc1	-2	-0.2	-0.7	-1.0	-6	-2	-0.1	-13	3	-2.3	0.8
CCOC(=O)c1c(C)[nH]c(C(=O)C(C)N2CCCC2)c1C (stereo not drawn)	3	-0.9	-1.1	-1.1	-3	8.4*	-0.2	2	2	1.5	1.5
Cc1cc(C)n(CCOC(=O)C2C(C=C(Cl)Cl)C2(C)C)n1 (stereo not drawn)	-14	-1.0	0.0	-1.4	-13	-1	-1.1	-9	10	-0.6	1.4
Cc1cccc(C)c1NC(=O)c1cccn(Cc2ccc3c(c2)OC(F)(F)O3)c1=O	0	-0.1	-1.4	-1.8	4	-4	-0.4	1	-5	-2.7	-0.9
CCC(=Nc1ccc(OC)cc1OC)c1c(O)[nH]c(=O)[nH]c1=O	4	0.3	-1.3	-1.1	0	0	-0.6	0	1	-0.6	5.5
Cc1nc2ccccc2c(=O)n1-c1cccc(C(F)(F)F)c1	3	1.0	1.1	-1.2	-1	-4	-0.5	13	-11	1.8	0.7

The results go on:
SMILES	GC-B act	DAX1 inh-1	hcDAF-12 act	ssDAF12 agonist	GC-A act	SMARCA2 activ	DAX1 inh-2	sPLA2-III inh	ADAM10 inh	hgDAF12 agonist	GAA850 FXN act
COC(=O)C1=C(N)Oc2c(c(=O)oc3ccccc23)C1c1cccnc1 (stereo not drawn)	-13	0.1	-0.7	-0.7	5	-1	0.1	-1	-7	-2.0	-0.6
O=C(c1ccccc1)c1cn(CC(=O)N2CCCC2)c2ccccc12	-6	1.1	-0.4	-0.9	-3	-1	0.8	2	8	0.5	0.9
O=C(COc1ccccc1)N1CCN(C2CCCC2)CC1	3	0.7	1.8	-1.3	2	2	0.5	-8	4	4.2	1.2
CN1CCN(Cc2nc3ccccc3c(=O)[nH]2)CC1	7	-0.3	0.5	-0.7	4	-2	1.2	-3	-7	0.6	2.3
CCCCCCN=C(C)c1c(O)n(CCCC)c(=O)[nH]c1=O	9	0.6	-0.8	-1.2	8	2	-0.3	0	-3	-0.9	-1.6
CCC(=NCCCN(CC)CC)c1c(O)n(C2CCCCC2)c(=O)[nH]c1=O	-7	1.1	0.2	-1.5	6	-6	0.5	5	-13	0.2	-2.7
COC(=O)C1=C(c2cccc(OCc3ccccc3)c2)C[C@@H]2CC[C@H]1N2C(=O)NCc1ccc(C(C)(C)C)cc1	1	-0.7	-1.8	-1.9	1	-2	-0.6	-9	20	-2.5	1.3
Cc1ccc(N2C(=O)NC(=O)/C(=C/c3ccc(OC(=O)c4cccs4)cc3)C2=O)cc1	-5	1.0	-2.4	-0.8	-5	-4	0.5	2	-16	2.2	-3.0
C[C@]12CCC(=O)C=C1CC[C@@H]1[C@@H]2CC[C@]2(C)C(=O)CC[C@@H]12	6	0.4	-0.6	-1.2	5	-4	0.3	2	-9	-1.2	-0.6
NC(=O)C1(N2CCCCC2)CCN(Cc2ccccc2)CC1	0	-0.5	-1.2	-1.4	0	-1	0.4	1	-1	-1.9	-5.5
COc1ccc(CCNCc2ccsc2)cc1OC	4	-0.3	-1.9	0.1	0	-2	-0.1	14	1	0.2	1.0
Cc1ccc(OCC(=O)N2CCN(Cc3ccc4c(c3)OCO4)CC2)cc1C	1	-0.3	-0.8	-0.9	-4	-4	-0.6	-1	4	-1.8	4.1
O=c1c(C=Nc2cccnc2Cl)c(O)n(CCCCl)c(=O)n1C1CCCCC1	-2	1.1	1.2	-0.3	2	5	-0.6	-1	2	-0.4	3.2
Cc1nonc1-c1nc(-c2nonc2N)n[nH]1	-2	0.7	-0.6	-0.9	1	2	-0.4	0	-5	2.9	-0.8
Cn1c(O)c(C=Nc2ccc(F)cc2)c(=O)[nH]c1=O	-1	0.5	-0.9	-1.4	1	0	0.2	1	-2	0.8	-0.1
CC(=O)C1C(N2CC2)CC2C3CCC4=CC(=O)CCC4(C)C3CCC21C (stereo not drawn)	0	1.2	0.0	-1.3	2	1	-0.9	0	-2	-1.8	-6.0
COc1ccc(NC2=NC(C)(C)CS2)cc1	11	1.9	1.3	0.0	5	1	3.6	2	3	9.9	5.9
CNCCc1ccc(O)c(O)c1	2	1.0	-3.1	-0.8	3	0	-0.3	1	-8	-1.5	3.4
CCCCCCN=C(C)c1c(O)n(Cc2ccccc2)c(=O)[nH]c1=O	20	-0.5	-2.1	-1.1	16	2	-1.1	-2	3	-2.6	1.6
CCCCOC(=O)C1=C(N)OC2=C(C(=O)CCC2)[C@]12C(=O)N(C)c1ccccc12	-15	1.2	1.1	-0.9	-15	-1	-0.5	0	-9	-0.3	2.6
Cc1cc(OCc2nn[nH]n2)c2c3c(c(=O)oc2c1)CCCC3	2	0.2	-1.5	-1.3	-2	-2	-0.7	-5	-391	-0.6	1.1

Part of the list above in another layout:
| SMILES | GC-B act | DAX1 inh-1 | hcDAF-12 act | ssDAF12 agonist | GC-A act | SMARCA2 activ | DAX1 inh-2 | sPLA2-III inh | ADAM10 inh | hgDAF12 agonist | GAA850 FXN act |
| --- | --- | --- | --- | --- | --- | --- | --- | --- | --- | --- | --- |
| COC(=O)C1=C(N)Oc2c(c(=O)oc3ccccc23)C1c1cccnc1 (stereo not drawn) | -13 | 0.1 | -0.7 | -0.7 | 5 | -1 | 0.1 | -1 | -7 | -2.0 | -0.6 |
| O=C(c1ccccc1)c1cn(CC(=O)N2CCCC2)c2ccccc12 | -6 | 1.1 | -0.4 | -0.9 | -3 | -1 | 0.8 | 2 | 8 | 0.5 | 0.9 |
| O=C(COc1ccccc1)N1CCN(C2CCCC2)CC1 | 3 | 0.7 | 1.8 | -1.3 | 2 | 2 | 0.5 | -8 | 4 | 4.2 | 1.2 |
| CN1CCN(Cc2nc3ccccc3c(=O)[nH]2)CC1 | 7 | -0.3 | 0.5 | -0.7 | 4 | -2 | 1.2 | -3 | -7 | 0.6 | 2.3 |
| CCCCCCN=C(C)c1c(O)n(CCCC)c(=O)[nH]c1=O | 9 | 0.6 | -0.8 | -1.2 | 8 | 2 | -0.3 | 0 | -3 | -0.9 | -1.6 |
| CCC(=NCCCN(CC)CC)c1c(O)n(C2CCCCC2)c(=O)[nH]c1=O | -7 | 1.1 | 0.2 | -1.5 | 6 | -6 | 0.5 | 5 | -13 | 0.2 | -2.7 |
| COC(=O)C1=C(c2cccc(OCc3ccccc3)c2)C[C@@H]2CC[C@H]1N2C(=O)NCc1ccc(C(C)(C)C)cc1 | 1 | -0.7 | -1.8 | -1.9 | 1 | -2 | -0.6 | -9 | 20 | -2.5 | 1.3 |
| Cc1ccc(N2C(=O)NC(=O)/C(=C/c3ccc(OC(=O)c4cccs4)cc3)C2=O)cc1 | -5 | 1.0 | -2.4 | -0.8 | -5 | -4 | 0.5 | 2 | -16 | 2.2 | -3.0 |
| C[C@]12CCC(=O)C=C1CC[C@@H]1[C@@H]2CC[C@]2(C)C(=O)CC[C@@H]12 | 6 | 0.4 | -0.6 | -1.2 | 5 | -4 | 0.3 | 2 | -9 | -1.2 | -0.6 |
| NC(=O)C1(N2CCCCC2)CCN(Cc2ccccc2)CC1 | 0 | -0.5 | -1.2 | -1.4 | 0 | -1 | 0.4 | 1 | -1 | -1.9 | -5.5 |

From PubChem BioAssay

Only part of the results is shown; the hit share may differ from the screen's.
